# TbREL1 primary: TbREL1 inhibition, primary screen | P86926 | TbREL1 RNA ligation, FRET fluorescence | inhibition, % at 9.66 µM | actives 0.49% (n = 89,000);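 active = inhibition above the mean inhibition across all screened compounds plus 3 SD, cut at about 11% in these data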;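 note: 0% = plate median of test wells and 100% = NSC42067 control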
# Target sequence (P86926 whole entry, looked up): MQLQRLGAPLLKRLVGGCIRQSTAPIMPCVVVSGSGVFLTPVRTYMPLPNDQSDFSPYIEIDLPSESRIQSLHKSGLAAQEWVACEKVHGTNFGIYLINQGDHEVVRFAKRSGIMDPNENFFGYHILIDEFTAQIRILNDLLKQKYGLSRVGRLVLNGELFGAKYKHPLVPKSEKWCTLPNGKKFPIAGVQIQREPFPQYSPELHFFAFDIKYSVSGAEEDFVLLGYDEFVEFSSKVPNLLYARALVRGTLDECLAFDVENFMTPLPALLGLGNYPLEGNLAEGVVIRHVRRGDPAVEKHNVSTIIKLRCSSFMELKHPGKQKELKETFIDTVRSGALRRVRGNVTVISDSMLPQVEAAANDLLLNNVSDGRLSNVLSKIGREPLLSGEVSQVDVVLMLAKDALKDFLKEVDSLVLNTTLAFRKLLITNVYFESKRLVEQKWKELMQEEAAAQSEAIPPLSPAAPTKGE
# Numbers without * were called inactive.
SMILES,TbREL1 primary
Cc1cccc(Cn2c(N3CCN(c4ccccc4)CC3)nc3c2c(=O)n(C)c(=O)n3C)c1,5.2
COC(=O)[C@@]1(Cc2ccc(F)cc2)[C@H]2c3cc(C(=O)N(C)C)n(Cc4ccc(OC(F)(F)F)cc4)c3C[C@H]2CN1C(=O)c1ccccc1,-4.8
CC(C)(C)c1ccc(Cn2ccc(-c3ccc4c(c3)OCO4)n2)cc1,1.4
CCN1CCN(CCNC(=O)CCCCCn2c(=O)[nH]c3cc(C(=O)OC)ccc3c2=O)CC1,0.3
O=C1CC(c2ccccc2)CC2=C1C1(CCCC1)N=C(Nc1nc3ccccc3o1)N2 (stereo unspecified),-2.1
COc1ccc(C(=O)Nc2ccc([N+](=O)[O-])cn2)c(OC)c1,2.2
Cc1ccc(CC(=O)Nc2nccs2)cc1,1.0
Cc1ccc(C)c(N(C(=O)c2csnn2)C(C(=O)NC2CCCCC2)c2ccncc2)c1 (stereo unspecified),0.2
OC(CNCc1ccc2c(c1)OCO2)COc1ccccc1 (stereo unspecified),4.3
O=P(COc1ccccc1)(c1ccccc1)c1ccccc1,-2.2
Cc1cccc(C(=O)NCC(=O)NCCSc2ccc(Br)cc2)c1,0.2
Cc1ccccc1/C=N\NC(=O)c1csnn1,-1.0
COc1cccc(COc2ccc(N(C)S(=O)(=O)c3ccccc3)cc2)c1,0.3
Cc1ccsc1/C=N\NC(=O)c1n[nH]c2c1CCC2,2.7
O=C1C/C(=C\c2c(F)cccc2Cl)N2CCC1CC2,-0.6
COc1cc(/C(C)=N/NC(=O)CSc2nc3ccccc3[nH]2)ccc1O,1.5
Cn1cnnc1SCC(=O)Nc1cc(S(=O)(=O)N2CCCCC2)ccc1Cl,0.3
COc1ccc(-n2nc3c(c2NC(=O)c2ccc(Br)cc2)CS(=O)C3)cc1 (stereo unspecified),-0.6
C=CCNC(=O)CSc1nc2sccc2c(=O)n1-c1ccccc1,0.4
CCOC(=O)c1nnn(-c2nonc2N)c1-c1ccc(OCC)cc1,-5.4

# Of the compounds above, two contain a Cl atom:
SMILES,TbREL1 primary
O=C1C/C(=C\c2c(F)cccc2Cl)N2CCC1CC2,-0.6
Cn1cnnc1SCC(=O)Nc1cc(S(=O)(=O)N2CCCCC2)ccc1Cl,0.3

# (further entries)
SMILES,TbREL1 primary
Cc1ccc(/C=C/C(=O)Nc2ccc(O)c3c(=O)cc(-c4ccccc4Cl)oc23)cc1,0.7
CCn1c(SCC(=O)N2CCCc3ccccc32)nc2ccccc2c1=O,0.7
COc1ccc(-c2noc(-c3ccoc3C)n2)cc1OC,-2.9
CC(=O)Nc1ccc(S(=O)(=O)NCc2ccc(C(=O)NCc3ccc4c(c3)OCO4)cc2)cc1,-2.1
CCOC(=O)C1CCN(S(=O)(=O)CCNC(=O)c2cccc(OC)c2)CC1,4.9
CCc1ccc(N2CC(C(=O)Nc3ccc(F)cc3)CC2=O)cc1 (stereo unspecified),-3.2
Cc1cc(Nc2ccccc2)n2nc(C)c(-c3ccccc3)c2n1,2.8
O=C(NNC1CC(=O)N(c2ccc3c(c2)OCCO3)C1=O)c1ccccc1 (stereo unspecified),-1.5
COc1ccc(C(=O)COc2ccc3ccc(=O)oc3c2)c(OC)c1,0.2
COc1ccc(OC)c(CN2CCN(C(=O)CCC(=O)c3cccs3)CC2)c1,-1.4
Cc1[nH]n(-c2ccc([N+](=O)[O-])cc2)c(=O)c1C=NCCN1CCN(C(=O)c2ccc(F)cc2)CC1,2.4
CC1(C)Cc2ccccc2C(N)=C1C#N,-2.0
O=C(Nc1ccc(N2CCOCC2)cc1)c1ccc(COc2ccccc2)cc1,0.0
Cc1cc(C)c2c(-n3cccc3)nn(CC#N)c2n1,1.0
CN(C(=O)CN1C(=O)/C(=C/c2ccc(F)cc2)SC1=S)C1CCS(=O)(=O)C1 (stereo unspecified),3.8
COc1ccc(OCCCN2CCCC(C)C2)cc1 (stereo unspecified),8.3
CCc1ccc(NC(=O)CC2C(=O)N(c3ccc(OC)cc3)C(=O)N2CCOC)cc1 (stereo unspecified),0.0
O=C(O)c1ccc(Br)c(S(=O)(=O)N2CCCC2)c1,0.7
Oc1ccccc1OCCOc1ccccc1OCCOc1ccccc1O,1.1
CCOC(=O)CN(C(=O)COc1nc(-c2ccccc2)cc(C)c1C#N)c1cccc(OC)c1,2.0
COc1ccc2nc3oc(C(=O)NC4CCN(Cc5ccccc5)CC4)cc3cc2c1,0.1
CC(=O)c1cccc(NC(=O)COC(=O)CC2CC3CCC2C3)c1 (stereo unspecified),1.2
Cc1cc(C)nc(-n2nc(C)cc2NC(=O)CNCc2ccccc2)n1,2.5
OCc1nc2ccccc2n1Cc1c(F)cccc1Cl,1.8
Cc1cc(C(=O)COC(=O)c2ccncc2)c(C)n1Cc1ccco1,-1.1
CC(=O)/C(=N\Nc1ccc(C)cc1)N1CCOCC1,2.0
COc1ccc2nc3ccccc3nc2c1NC(=O)c1ccccc1Cl,1.4
CCC1(C)N([O-])C(C)=C(c2ccccc2)[N+]1=O (stereo unspecified),-3.1
CCOc1ccccc1NC(=O)Cn1nc(-c2ccco2)ccc1=O,-1.2
O=C(O)c1ccc(Nc2ncnc3scc(-c4ccccc4)c23)cc1,2.6
Cc1cc(C)cc(OCC(=O)OCC(=O)c2cc(C)n(C3CC3)c2C)c1,-5.6
O=C(CCCn1c(=S)[nH]c2ccccc2c1=O)N1CCOCC1,-4.3
CCOC(=O)c1cc(=O)cc(C(=O)OCC)o1,1.4
Cc1cccc(NC(=O)c2cnc3sccn3c2=O)c1,0.1
Cc1ccc(C)c(N2N=C(C(=O)OCc3nnc(-c4cccs4)o3)CCC2=O)c1,4.6
CO[C@H]([C@H](C)/C=C/N(C)C=O)[C@@H](C)C(=O)CC[C@H](C)[C@H](O)[C@H](C)[C@H]1OC(=O)/C=C/C(C)=C/C[C@H](O)C[C@@H]2C=CC[C@@H](C[C@H](OC)[C@@H](C)[C@@H](OC)C[C@@H](OC)[C@@H]1C)O2,-4.8
COc1ccc(NC(=O)CCCCCN2C(=O)c3ccccc3C2=O)c(OC)c1,-1.8
CC(=O)c1ccc(OCCCC(=O)Nc2cccc(-c3nn[nH]n3)c2)cc1,1.5
O=C(C[C@@H]1C/C=C\CCCC(=O)OC[C@@H]2CCCN2C1=O)NCCO,-2.6
COc1ccc(CN(C)C(=O)c2[nH]c(C)c(C(C)=O)c2C)cc1F,-4.0
CCOc1ccc(-n2c(C)c(C(=O)OC)c3cc(O)ccc32)cc1,-0.3
c1ccc(OCCNc2ccn3nc(-c4ccco4)cc3n2)cc1,-0.5
COCCN1C(=O)N[C@@H](c2ccco2)C(C(C)=O)=C1C,0.2
Cc1ccccc1C(=O)NC1CCN(CC(=O)NCc2cccs2)CC1,5.4
COCc1c(C(=O)NCc2ccccc2CN2CCCC2)oc2ccccc12,0.4
CC1(C)C(=O)OC(c2c(F)c(F)c(F)c(F)c2F)C2(CCCCC2)C1=O (stereo unspecified),1.5
Cc1noc(C)c1S(=O)(=O)Nc1ccc(C(=O)NC2CCCCCC2)cc1,-3.2
CNC[C@@H]1Oc2cc(Br)ccc2S(=O)(=O)N([C@H](C)CO)C[C@@H]1C,3.4
COc1ccc(S(=O)(=O)Nc2ccccc2C(=O)NCc2ccco2)cc1Br,3.6
COc1ccc(Cn2c(CCC(=O)N3CCN(c4ccccn4)CC3)nc3ncccc3c2=O)cc1,0.8
COc1cc(C(=O)Nc2cccc(-c3nc4ccccc4o3)c2C)cc(OC)c1OC,-3.4
Cc1cc(Cl)ccc1OCC(=O)Nc1ccccc1N1CCOCC1,5.2
O=C(Cc1ccccc1)NNC(=O)c1cccs1,2.2
Cc1ccc(CNC(=O)COC(=O)c2cc(=O)[nH]c3ccccc23)cc1,1.1
CC(C)(C)c1ccc(-c2nnc(SCC(=O)NC3CC3)o2)cc1,-2.3
COc1cc(NC(=O)C2CCCN2C(=O)C2CCC(C)CC2)cc(OC)c1OC (stereo unspecified),0.9
COc1ccc2nc(C)cc(Nc3ccccc3O)c2c1,1.6
CN(C)C(=O)CN1C(=O)c2cccc3cccc1c23,1.5
CC1CC(C)CN(CC(=O)N2c3ccccc3CCc3ccccc32)C1 (stereo unspecified),-0.7
C/C(CCc1ccccc1)=N\NC(=O)C(=O)Nc1cccc(Cl)c1,0.3

# Some of the entries so far, with the structure last:
TbREL1 primary,SMILES
1.5,CN(C)C(=O)CN1C(=O)c2cccc3cccc1c23
5.4,Cc1ccccc1C(=O)NC1CCN(CC(=O)NCc2cccs2)CC1
-3.2,Cc1noc(C)c1S(=O)(=O)Nc1ccc(C(=O)NC2CCCCCC2)cc1
1.5,CC1(C)C(=O)OC(c2c(F)c(F)c(F)c(F)c2F)C2(CCCCC2)C1=O (stereo unspecified)
3.4,CNC[C@@H]1Oc2cc(Br)ccc2S(=O)(=O)N([C@H](C)CO)C[C@@H]1C

# Remaining list, next part.
SMILES,TbREL1 primary
CC(CC(=O)O)n1nnc2ccccc21 (stereo unspecified),-1.7
O=C1NC(=O)/C(=C/c2ccco2)N1,-0.7
CN(CC(=O)Nc1ccc(S(N)(=O)=O)cc1)c1ccccc1,-0.6
O=C(CN1CCCC1)N1c2ccccc2C=Cc2ccccc21,-2.5
O=C(NC(Cc1ccccc1)c1nc2ccccc2[nH]1)C1CC(=O)N(c2ccc3c(c2)OCCO3)C1 (stereo unspecified),-1.4
O=C(CNCCO)N1CCc2ccccc21,0.6
O=C(c1ccccc1)c1ccc(OCC(O)CNCc2ccc(Cl)cc2)cc1 (stereo unspecified),8.2
O=C(N[C@@H](c1ccccc1)[C@@H]1C[C@H]1C(=O)NCc1ccccn1)OCc1ccccc1,1.4
COc1cccc(NC(=O)N2CCCC2C(=O)NCc2ccccc2F)c1 (stereo unspecified),-2.3
COc1ccc(N2C(=O)C(Cl)=C(Nc3ccc(OC)cc3OC)C2=O)cc1,-2.4
COCCNC(=O)c1onc(CCl)c1C(=O)OC,-0.1
CC(Oc1cc(F)ccc1[N+](=O)[O-])C(=O)Nc1ccc(S(=O)(=O)N2CCCC2)cc1 (stereo unspecified),-3.3
C[C@@H]1C=C(C(=O)N2CCN(Cc3ccc4c(c3)OCO4)CC2)O[C@H](OCCCCO)C1,6.5
CCOc1cc2[nH]c(=O)n(CCC(=O)NCc3ccc(OC)cc3)c(=O)c2cc1OCC,-3.0
COc1ccc(-n2cnc3c(cnn3CCC#N)c2=N)cc1,1.7
COCCN(C(=O)Cn1nnc2ccccc21)C(C(=O)NC1CCCC1)c1cccc(OC)c1OC (stereo unspecified),-0.8
CCOCCCNC(=O)C(c1ccccc1)N(Cc1ccc2c(c1)OCO2)C(=O)c1ccccc1O (stereo unspecified),-1.1
FC(F)(F)c1nc2ccccc2nc1N/N=C\c1ccccc1,-1.1
Cc1cc(NC(=O)CSc2nnc(-c3ccncc3)n2N)ccc1Br,-1.4
O=C(N/N=C\c1ccc([N+](=O)[O-])s1)C1COc2ccccc2O1 (stereo unspecified),4.2

# Reformatted bar-delimited: 2 of the compounds above.
smiles | TbREL1 primary
O=C(CN1CCCC1)N1c2ccccc2C=Cc2ccccc21 | -2.5
O=C(NC(Cc1ccccc1)c1nc2ccccc2[nH]1)C1CC(=O)N(c2ccc3c(c2)OCCO3)C1 (stereo unspecified) | -1.4

# Further records:
SMILES,TbREL1 primary
O=C(NCCOc1ccccc1F)C1CC(=O)N(c2ccc3c(c2)OCCO3)C1 (stereo unspecified),4.1
O=C(NC(NC(=S)Nc1cccc(C(=O)O)c1)C(Cl)(Cl)Cl)OCc1ccccc1 (stereo unspecified),-2.2
CC(=O)Oc1ccc(C2(C)CC(C)(C)NC(=S)N2C)c(OC(C)=O)c1 (stereo unspecified),-4.6
CCCN[C@@H]1C(=O)N2C(C(=O)OCCC)=C(C)CS[C@H]12,0.6
COC(=O)C(NC(C)=O)(Nc1cc(C)ccn1)C(F)(F)F (stereo unspecified),-0.8
O=C(Nc1c[nH]c2c(Cl)cccc2c1=O)N1CCN(c2ccccn2)CC1,0.0
O=C(CNC(=O)c1[nH]cnc1C(=O)N[C@@H](Cc1ccccc1)C(=O)OCc1ccccc1)OCc1ccccc1,2.4
O=C(OCC(=O)N1CCc2ccccc21)c1ccccc1F,0.0
CCCC(=O)Nc1ccccc1-c1nnn(CC(=O)Nc2ccc(OC)cc2)n1,-3.4
CCN1C[C@@H]2[C@@H]3C(=O)N(C)C(=O)[C@@H]3[C@](Cc3ccccc3)(C1=O)N2C(=O)c1ccc(Cl)cc1,2.9
Cc1noc(C)c1CSCC(=O)Nc1ccc(Br)cc1Cl,0.3
O=C(O)c1ccccc1-c1ccc(C=c2sc3nc4cc(Br)cnc4n3c2=O)o1,44.8*
COc1cccc(N2C(=O)C3CCCN3C2c2ccc(Cl)cc2)c1 (stereo unspecified),-0.1
Cn1c2c(c(O)c(-c3ccccc3)c1=O)C(=O)CC(C)(C)C2,3.8
c1ccc(-n2c(Sc3cnccn3)nnc2-c2cccs2)cc1,-0.7
CCc1cc(CC)c(/C=N/NC(N)=O)c(CC)c1/C=N/NC(N)=O,-4.1
COc1ccc(C2C(C(=O)NCCN(C)C)c3cc(OC)c(OC)cc3C(=O)N2C)cc1OC (stereo unspecified),-0.4
COC(=O)C1=CN(C)C=C(C(=O)OC)C1c1ccc(Cl)cc1Cl,6.6
COC(=O)C1N[C@@H]([C@@H](NC(=O)COc2ccccc2)C(=O)NCc2ccccc2)SC1(C)C (stereo partly specified),-1.0
O=C1CSc2ccc(C(=O)N3CCN(c4ccccn4)CC3)cc2N1,-0.5
O=C(NC1CCCC1)C1CCC(=O)N1CCc1ccccc1 (stereo unspecified),1.9
N#C/C(=C(/O)COC(=O)COc1cccc(Br)c1)c1nc2ccccc2[nH]1,-2.3
COc1cc(Cl)c(CNC[C@H]2O[C@@H](n3ccc(=O)[nH]c3=O)[C@H](O)[C@@H]2O)c(Cl)c1O,-1.4

# Five compounds drawn at random from the list so far, as already listed:
SMILES,TbREL1 primary
CCOCCCNC(=O)C(c1ccccc1)N(Cc1ccc2c(c1)OCO2)C(=O)c1ccccc1O (stereo unspecified),-1.1
O=C(N[C@@H](c1ccccc1)[C@@H]1C[C@H]1C(=O)NCc1ccccn1)OCc1ccccc1,1.4
COc1ccc2nc(C)cc(Nc3ccccc3O)c2c1,1.6
CCCN[C@@H]1C(=O)N2C(C(=O)OCCC)=C(C)CS[C@H]12,0.6
O=C1CSc2ccc(C(=O)N3CCN(c4ccccn4)CC3)cc2N1,-0.5

# Bioassay records: PubChem BioAssay, The Scripps Research Institute Molecular Screening Center

# Some of the compounds tested, so the mix of outcomes need not match the whole.
